Screens: PubChem BioAssay, Milwaukee Institute for Drug Discovery
Cy5 interf NS3h: enhances or quenches Cy5 fluorescence in NS3h assay; AID 720488; Cy5-dT15 DNA with NS3h, fluorescence interference; actives lie on both sides; signal over control mean, under 1 quenches; fluorescence interference ratio at 100 µM; 16,000 compounds, 6% hits;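 active means compound fluorescence over control fluorescence at most 0.8, a quencher, or at least a set upper limit, an enhancer; inactive means ratio between 0.8 and the set upper limit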
HCV NS3h FP: hepatitis C NS3 helicase inhibition, primary screen; NS3h Cy5-dT15 DNA binding, fluorescence polarization; inhibition, % at 100 µM; 16,000 compounds, 1.6% hits;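 active means inhibition above the average over every tested compound plus 3 SD, cut at about 40% in these data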
* hit, by the source's call.

Cy5 interf NS3h	HCV NS3h FP	SMILES
0.97	-3	c1n[nH]c(SCc2ccc(CSc3ncn[nH]3)cc2)n1
0.98	12	Cc1oc2cc(Br)c(OC(=O)C(C)(C)C)cc2c1C(=O)OC(C)C
1	6	COc1ccc(N2C(=O)c3ccccc3NC2c2cccc(F)c2)cc1 (stereo not drawn)
0.92	19	COc1ccccc1N1C(=O)NC(=O)/C(=C\c2ccc(Br)cc2)C1=O
0.87	16	COC(=O)C1=C(C)N(c2ccc(C)c(C)c2)/C(=C/c2ccc(OC)cc2)C1=O
0.98	-4	COc1ccc(Br)cc1C(=O)Nc1ccc(Cl)cn1
1	-1	CCN(CC)C(=O)CN(c1ccc(C)cc1)S(C)(=O)=O
0.93	5	O=Cc1ccccc1OCc1c(F)cccc1Cl
1	-2	O=C(CSc1nnc(-c2ccco2)n1-c1ccccc1)NCc1ccco1
1	3	Cc1cc(-c2cc(-c3ccc(Cl)cc3)nc(N)c2C#N)co1
1.1	18	O=C(Nc1ccc(Cl)c(Cl)c1)Nc1nnc(-c2ccccc2Cl)s1
0.97	6	COc1ccc(OC(C)C(=O)Nc2ccc(Cl)cc2)cc1 (stereo not drawn)
1.1	0	CCc1nc(NC(=O)NS(=O)(=O)c2ccccc2C(=O)OC)nc(OC)n1
1	24	O=C1C2=C(NC3=C(C(=O)c4ccccc43)C23C(=O)Nc2ccccc23)c2ccccc21
0.99	5	COc1cccc(CN2CCN(Cc3ccc([N+](=O)[O-])cc3)CC2)c1OC
1	2	O=C1OC(c2ccccc2F)=N/C1=C\c1cccc(I)c1
0.92	15	O=C1c2cc(S(=O)(=O)Nc3ccncc3)ccc2-c2ccc(S(=O)(=O)Nc3ccncc3)cc21
0.91	2	O=C(CSc1ccccn1)Nc1ccc([N+](=O)[O-])cc1
0.88	8	CCOC(=O)C1=C(c2ccccc2)NC(=S)NC1c1ccc(OC(C)C)cc1 (stereo not drawn)
0.96	2	CCOC(=O)C1=C(O)/C(=C\c2ccc(OCC)cc2)N=C1C
1	4	CCOC(=O)C1=C(C)N=C2SCCC(=O)N2C1c1ccc(OC)c(OC)c1 (stereo not drawn)
1.1	-2	C/C(=N/NS(=O)(=O)c1ccc(C)cc1)C(C)(C)CC(=O)O
1	6	Cc1ccc(NC(=O)Cc2ccc(F)cc2)cc1
1	8	NC(=O)c1ccccc1NC(=O)c1ccccc1[N+](=O)[O-]
0.64*	10	CC(NC(=O)NC(=O)c1cccc([N+](=O)[O-])c1)C1CC1 (stereo not drawn)

(listing goes on)
Cy5 interf NS3h	HCV NS3h FP	SMILES
1	4	COCCCNC(=O)CN(c1ccc(F)cc1)S(=O)(=O)c1ccccc1
1.2	3	O=C(CCc1ccccc1)ONC(=O)c1ccc(Cl)cc1
0.9	20	COc1cccc2c1CC/C(=C\c1ccccc1)C2=O
1.2	-4	COC(=O)c1cc(NC(=O)c2cccc(OC(C)C)c2)cc(C(=O)OC)c1
0.98	5	O=C(/C=C/c1cccc(C(F)(F)F)c1)Nc1cccc(Br)c1
0.82	4	CCCN(CCC)C(=O)c1c(NC(=O)c2ccccc2Cl)sc2c1CCCC2
0.91	16	COc1ccccc1-n1c(O)c(C=C2C=Nc3ccccc32)c(=O)[nH]c1=S
1	27	Cc1ccc(OCC(=O)Nc2cc(Cl)cc(Cl)c2)cc1C
0.99	12	CCOC(=O)C1=C(C)N=c2s/c(=C\c3ccc(N(CC)CC)o3)c(=O)n2C1c1ccc(OC)c(OC)c1 (stereo not drawn)
1	5	N#CC1=C(N)Oc2c(ccc3cccnc23)C1c1ccc(Cl)cc1Cl (stereo not drawn)
1.1	-1	CCCCOc1ccc(NC(=O)c2cncc(Br)c2)cc1
0.98	2	COc1ccc(/C=C2\SC(=O)N(CCc3nnc(N)s3)C2=O)cc1
1.1	3	COc1ccc(C2C(=C(O)c3ccc(Cl)cc3)C(=O)C(=O)N2CCCn2ccnc2)cc1 (stereo not drawn)
1	37	Cc1ccc(C(=O)NCCNc2ccc([N+](=O)[O-])cc2)cc1
1.1	4	O=C(Nc1cccc2nsnc12)c1cccc(OCc2ccccc2)c1
0.81	15	COc1ccc(OC)c(NC(=O)c2ccc(OCC(C)C)cc2)c1
0.93	3	N#C/C(=C\c1ccc(OCc2ccccc2)cc1)c1nc(-c2ccc(Br)cc2)cs1
1.1	5	Clc1ccc(-c2noc(-c3ccc(Cl)cc3Cl)n2)cc1
1.1	11	Cc1ccc(C(=O)Nc2ccc(NC(=O)c3ccc(Br)cc3)cc2)cc1
0.97	0	Cc1cc(/C=C2/SC(=S)NC2=O)c(C)n1-c1ccc(Br)cc1
1.2*	-18	O=C(COc1ccccc1[N+](=O)[O-])Nc1ccc2oc(-c3cc(Br)ccc3Cl)nc2c1
0.95	29	CNC(=O)CN(c1ccc(OC)cc1)S(=O)(=O)c1ccc(C)cc1
0.98	2	COc1ccc(-c2nnc3sc(-c4ccc(F)cc4)nn23)cc1
1.1	-4	CCCCCCN1C(=O)C(O)=C(C(C)=O)C1c1ccc([N+](=O)[O-])cc1 (stereo not drawn)
1.1	-4	CCCn1c(SCC(=O)O)nc2ccccc21

New compounds follow.
Cy5 interf NS3h	HCV NS3h FP	SMILES
1.1	7	O=c1[nH]c(NCCO)nc2ncn(Cc3ccccc3)c12
1	-3	COc1ccc(/C=N\N=C2/S/C(=C\c3ccc(OC)cc3)C(=O)N2c2ccc(O)cc2)cc1
1.4*	11	Cc1ccc(NC(=O)COc2ccc3ccccc3c2)cc1
1.1	8	CC1=C(C(=O)OCCOC(C)C)C(c2ccc(O)cc2)C2=C(CC(C)(C)CC2=O)N1 (stereo not drawn)
0.95	11	COC(=O)c1c(C)oc2ccc(NS(=O)(=O)c3ccc(F)cc3)cc12
0.98	-9	CCOC(=O)/C(C#N)=C/c1ccc(OC)cc1OC
0.5*	10	CC(C)C(=O)Nc1ccc2oc(-c3ccc(Cl)cc3)nc2c1
1.1	9	O=C(/C=C/c1ccccc1)Nc1nnc(-c2ccco2)s1
1	2	CCOC(=O)C1CCN(C(=O)Nc2cccc3ccccc23)CC1
0.97	6	CCOc1cc(C(=O)Nc2c(C)ccc3nsnc23)cc(OCC)c1OCC
1.2*	102*	O=C(NC(=S)Nc1ccc2oc(-c3ccc(Cl)c(Cl)c3)nc2c1)c1ccccc1
0.94	7	O=C(Nc1cccnc1)c1cnn2c1NC(c1cccs1)CC2C(F)(F)F (stereo not drawn)
1.1	11	Cc1c(C(=O)O/N=C(/N)c2ccc(Cl)cc2)cccc1[N+](=O)[O-]
1	6	COc1ccc(C=NS(=O)(=O)c2cccs2)cc1OC
1	5	CCCN1C/C(=C\c2ccccc2)C(=O)/C(=C/c2ccccc2)C1
0.97	13	COc1ccccc1C(=O)O/C(=C/c1nc2ccccc2n1C)c1ccccc1OC
1.1	0	COc1cc(C2SCC(=O)N2c2c(C)n(C)n(-c3ccccc3)c2=O)ccc1O (stereo not drawn)
1	7	CCc1ccc(NC(=O)CN2C(=O)c3ccccc3C2=O)cc1
1	8	COCCOC(=O)C1=C(C)NC2=C(C(=O)CCC2)C1c1ccc(C)s1 (stereo not drawn)
1	3	CCOc1ccc2nc(N(C)C)[nH]c2c1
0.95	7	O=C(Nc1cc(Cl)cc(Cl)c1)S(=O)(=O)c1ccccc1
0.94	6	COc1cc(Cl)cc(/C=C2\SC(=S)N(C)C2=O)c1O
1	5	Cc1ccc(/C(N)=N\OC(=O)COc2ccccc2)cc1
1.1	0	O=c1[nH]c(N2CCOCC2)nc2ncn(Cc3ccccc3)c12
1	0	Cc1ccc(NC(=O)c2ccc(C(=O)O)cc2C(=O)O)c(C)c1

The list continues.
Cy5 interf NS3h	HCV NS3h FP	SMILES
0.98	19	COc1ccc(/C=C/C(=O)NC(=S)Nc2ccc(I)cc2)cc1OC
1	5	O=C(/C=C/c1ccccc1Cl)Nc1nccs1
0.98	16	COc1ccc(C2CC(C(F)(F)F)n3nc(C(=O)Nc4ccc5c(c4)OCO5)c(Cl)c3N2)cc1OC (stereo not drawn)
0.67*	15	CCOc1ccc(NC(=O)/C(=C/c2ccccc2)c2ccccc2)cc1
1.2	4	Cc1cccc(NC(=O)CC2S/C(=N/N=C\c3cccs3)NC2=O)c1C (stereo not drawn)
0.99	1	CCOC(=O)c1[nH]cnc1C(=O)N1CCOCC1
1.1	9	COc1cc(/C=C2/SC(=S)N(C)C2=O)ccc1OCCSc1ccc(Cl)cc1
1	1	O=C1CC2c3ccccc3C1C1C(=O)N(c3ccc(Br)cc3)C(=O)C21 (stereo not drawn)
1	10	Cc1cccc(/C(N)=N\OC(=O)c2ccc(Br)cc2)c1
1	1	CC1=NN(C(=O)c2cccc([N+](=O)[O-])c2)C(O)(c2ccc(Br)cc2)C1 (stereo not drawn)
1	34	CCc1nnc(NS(=O)(=O)c2ccc(N/C=C\C(=O)c3ccc4ccccc4c3)cc2)s1
1.1	-19	CCC(=O)Nc1cccc(Oc2ccc3c(c2)C(=O)N(c2ccc(OC)cc2)C3=O)c1
1.1	5	Cc1c(NC(=O)CSc2nc3ccccc3n2C)c(=O)n(-c2ccccc2)n1C
0.99	1	O=C(O)c1ccc2c(c1)C(=O)N(c1ccc(NC(=O)c3ccc(Cl)cc3Cl)c(Cl)c1)C2=O
1	0	O=[N+]([O-])c1ccc(N/N=C(/c2ccccc2)c2ccncc2)c([N+](=O)[O-])c1
1	0	COc1cc(OC)c(C2NC(=O)NC(C)=C2C(=O)Nc2ccccc2C)cc1OC (stereo not drawn)
1	4	COC(=O)C[n+]1ccccc1CCC#N
0.95	9	CCOc1cccc(C(=O)Nc2cccc(OC)c2)c1
1	21	CCN(CC)c1ccc(NC(=O)c2cc3ccccc3o2)cc1
1.1	3	CCCN(CCC)CCCNC(=O)C(=O)NCc1ccco1
1	19	Cc1ccc(OCC(=O)Nc2ccc(C)cc2[N+](=O)[O-])cc1
0.85	10	CSc1ccc(S(=O)(=O)N(CC(=O)Nc2cccc(Br)c2)c2ccc(C)cc2)cc1
0.97	14	COC(=O)c1cc(NC(=O)CCc2ccccc2)cc(C(=O)OC)c1
0.69*	17	COc1cc(/C=C2/C(=O)N(c3ccccc3)N=C2C)cc(I)c1O
1.1	-1	Cc1ccc(S(=O)(=O)NC(=O)Nc2cc(C)ccc2F)cc1

Remaining list, next part:
Cy5 interf NS3h	HCV NS3h FP	SMILES
1.1	89*	CCOc1ccc(C(=O)Nc2cc(OC)ccc2OC)cc1[N+](=O)[O-]
0.89	9	Cc1cc(C(C)(C)C)cc(C)c1NC(=O)C(F)(F)F
0.89	5	CC(CNC(=O)c1ccc(F)c2ccccc12)c1ccccc1 (stereo not drawn)
1.1	7	CC(C)OCP(=O)(c1ccccc1)c1ccccc1
1	-3	COc1cc(Br)c(/C=N\NS(=O)(=O)c2ccc(C)cc2)cc1OC
1.1	1	COCCNC(=O)C(=O)NCCc1ccccc1
1	0	O=C(c1cc(-c2ccccc2)nc2ccccc12)N1CCN(c2ccccc2)CC1
0.97	17	CCCOc1c(Br)cc(C2C3=C(CC(C)(C)CC3=O)OC3=C2C(=O)CC(C)(C)C3)cc1OC
1	15	COc1ccc(NC(=O)/C(C#N)=C/c2ccc(Cl)c(Cl)c2)cc1
1	5	Cc1ccc(C)c(N(CC(=O)Nc2c(C)n(C)n(-c3ccccc3)c2=O)S(=O)(=O)c2ccccc2)c1
1	9	Cc1cc(C)cc(NC(=O)COc2cccc(C)c2)c1
1	-6	COc1ccc(NS(=O)(=O)c2ccc(C)c([N+](=O)[O-])c2)cc1
1	13	Cc1cccc(-c2n[nH]c(=S)n2-c2ccccc2)c1
1	-8	CCOC(=O)COc1ccc2cc(-c3nc4ccccc4[nH]3)c(=O)oc2c1
1	2	Cc1cc(/C=C2\C(=O)NC(=O)N(c3cccc(Br)c3)C2=O)c(C)n1-c1cccnc1
1.1	-1	CCCCOc1ccccc1NC1=NS(=O)(=O)c2ccccc21
0.96	13	Cc1nc2sc3c(c2c(=O)n1-n1cccc1)CCCC3
0.91	9	COC(=O)c1c(C)oc2ccc(OCc3c(F)c(F)c(F)c(F)c3F)cc12
1.1	4	COc1ccc(C(=O)CC(=O)c2ccccc2O)cc1OC
0.99	16	COc1cccc(/C=C(\C#N)C(=O)Nc2ccc(F)cc2)c1
0.84	-2	COCCNC(=O)c1cc2n(n1)C(C(F)(F)F)CC(c1ccc(Br)cc1)N2 (stereo not drawn)
1	-4	CCC1(C(O)(C#CCN2CCCCC2)c2ccccc2)CCCC1 (stereo not drawn)
1.1	11	COc1ccc(/C=C2\C(=O)NC(=O)N(c3cc(C)cc(C)c3)C2=O)cc1I

Record cards (already shown). Values in the order: Cy5 interf NS3h	HCV NS3h FP
Results for COc1ccc(C(=O)CC(=O)c2ccccc2O)cc1OC → 1.1	4
Results for Cc1cccc(-c2n[nH]c(=S)n2-c2ccccc2)c1 → 1	13

Compounds listed so far that contain a nitro group on carbon (13):
Cy5 interf NS3h	HCV NS3h FP	SMILES
0.99	5	COc1cccc(CN2CCN(Cc3ccc([N+](=O)[O-])cc3)CC2)c1OC
0.91	2	O=C(CSc1ccccn1)Nc1ccc([N+](=O)[O-])cc1
1	8	NC(=O)c1ccccc1NC(=O)c1ccccc1[N+](=O)[O-]
0.64*	10	CC(NC(=O)NC(=O)c1cccc([N+](=O)[O-])c1)C1CC1 (stereo not drawn)
1	37	Cc1ccc(C(=O)NCCNc2ccc([N+](=O)[O-])cc2)cc1
1.2*	-18	O=C(COc1ccccc1[N+](=O)[O-])Nc1ccc2oc(-c3cc(Br)ccc3Cl)nc2c1
1.1	-4	CCCCCCN1C(=O)C(O)=C(C(C)=O)C1c1ccc([N+](=O)[O-])cc1 (stereo not drawn)
1.1	11	Cc1c(C(=O)O/N=C(/N)c2ccc(Cl)cc2)cccc1[N+](=O)[O-]
1	1	CC1=NN(C(=O)c2cccc([N+](=O)[O-])c2)C(O)(c2ccc(Br)cc2)C1 (stereo not drawn)
1	0	O=[N+]([O-])c1ccc(N/N=C(/c2ccccc2)c2ccncc2)c([N+](=O)[O-])c1
1	19	Cc1ccc(OCC(=O)Nc2ccc(C)cc2[N+](=O)[O-])cc1
1.1	89*	CCOc1ccc(C(=O)Nc2cc(OC)ccc2OC)cc1[N+](=O)[O-]
1	-6	COc1ccc(NS(=O)(=O)c2ccc(C)c([N+](=O)[O-])c2)cc1
